Source: PubChem BioAssay
p97 ATPase inh – inhibitors of human p97 ATPase, primary screen, biochemical; inhibition, % at 8 µM; 220,000 tested, 0.42% active; AID 1481, 2009; recombinant p97 ATPase, Kinase-Glo ATP luminescence, 3 h; Transitional endoplasmic reticulum ATPase (Homo sapiens), P55072; in the data active means inhibition above about 15%;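 further: 0% = DMSO vehicle and 100% = wells lacking enzyme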
NPY-Y1 PAM-ag – NPY-Y1 receptor potentiators or agonists, primary screen, cell-based; Neuropeptide Y receptor type 1 (Homo sapiens), P25929; NPY-Y1 expressing cells, potentiator/agonist activation; activation, % at 3.6 µM; 220,000 tested, 0.37% active; AID 1304, 2008; in the data active means activation above about 33%, passing the limit was not always enough;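 further: cells stimulated with NPY at EC10 then isoproterenol at EC100; 0% = low agonist plus stimulus and 100% = saturating agonist plus stimulus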
Target sequence (P25929 whole entry, looked up): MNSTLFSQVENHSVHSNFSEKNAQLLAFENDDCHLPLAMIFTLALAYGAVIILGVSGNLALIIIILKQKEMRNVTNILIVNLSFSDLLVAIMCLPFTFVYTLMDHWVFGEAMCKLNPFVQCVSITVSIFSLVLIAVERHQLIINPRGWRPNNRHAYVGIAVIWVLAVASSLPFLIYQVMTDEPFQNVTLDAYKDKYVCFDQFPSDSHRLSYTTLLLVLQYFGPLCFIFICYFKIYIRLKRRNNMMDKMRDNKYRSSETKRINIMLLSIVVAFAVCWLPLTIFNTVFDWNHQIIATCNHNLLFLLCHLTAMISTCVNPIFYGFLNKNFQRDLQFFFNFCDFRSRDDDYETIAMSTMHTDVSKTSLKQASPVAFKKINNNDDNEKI
PGE2 EP2 inh – human EP2 receptor antagonists, primary screen, TR-FRET cAMP, C6 glioma cells. Prostaglandin E2 receptor EP2 subtype (Homo sapiens), P43116. C6 glioma cells expressing human EP2; cells stimulated with saturating PGE2. inhibition, % at 25 µM. 260,000 tested, 0.52% active. AID 1422, 2008;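 active means percent inhibition above 40 after rounding to a whole number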;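 further: rat C6 glioma host cells with rolipram phosphodiesterase inhibitor present; the protocol text gives 20 µM as final concentration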
Target sequence (P43116 whole entry, looked up): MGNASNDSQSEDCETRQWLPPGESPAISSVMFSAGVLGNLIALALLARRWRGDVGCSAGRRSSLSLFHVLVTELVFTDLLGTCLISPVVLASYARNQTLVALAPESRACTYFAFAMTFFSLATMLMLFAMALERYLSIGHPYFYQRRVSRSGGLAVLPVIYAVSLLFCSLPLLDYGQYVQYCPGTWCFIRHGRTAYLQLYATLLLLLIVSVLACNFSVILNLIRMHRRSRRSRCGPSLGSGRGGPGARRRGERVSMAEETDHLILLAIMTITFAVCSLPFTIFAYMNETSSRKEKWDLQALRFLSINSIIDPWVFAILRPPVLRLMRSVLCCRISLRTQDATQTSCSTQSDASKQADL
NPY-Y2 PAM-ag – NPY-Y2 potentiators or agonists, primary screen, cell-based; Neuropeptide Y receptor type 2 (Homo sapiens), P49146; cells expressing NPY-Y2, potentiator/agonist read-out; activation, % at 3.6 µM; 220,000 tested, 0.45% active; AID 1359, 2008; in the data active means activation above about 27%;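 further: cells stimulated with NPY near EC25 plus isoproterenol at EC100; 0% = vehicle plus submaximal agonist and 100% = vehicle plus saturating agonist; some results beyond the cut were filed as inactive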
S1P4 agonist – S1P4 receptor agonists, primary screen, cell-based; S1P4-expressing cell line, agonist reporter assay; Sphingosine 1-phosphate receptor 4 (Homo sapiens), O95977; activation, % at 4.98 µM; 220,000 tested, 0.35% active; in the data active means activation above about 11%;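 further: 0% = DMSO vehicle and 100% = reference agonist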
EP2 mod – EP2 receptor modulators, cAMP readout, primary screen, cell-based, HTRF cAMP, PGE2 stimulation. AID 940, 2007. EP2-expressing cells, cAMP HTRF FRET, PGE2 co-stimulation. Prostaglandin E2 receptor EP2 subtype (Homo sapiens), P43116. induction, % at 25 µM. 260,000 tested, 0.83% active;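 active means compounds whose cAMP rise, as percent of the full-agonist control response, exceeds 60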;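 further: rat C6 glioma line stably carrying human EP2 under a CMV promoter; the protocol text gives 20 µM as final concentration; 100% = response of wells given 1 µM PGE2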
NPY-Y1 antag – NPY-Y1 receptor antagonists, primary screen, cell-based; Neuropeptide Y receptor type 1 (Homo sapiens), P25929; HEK293-CNG Y1 cells, membrane potential fluorescence; NPY at EC95, then isoproterenol; inhibition, % at 3.6 µM; 200,000 tested, 1% active; AID 1040, 2008;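 active means inhibition above the campaign mean inhibition of all tested compounds plus 3 SD, cut at about 20% in these data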;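 further: 0% = DMSO wells given NPY plus isoproterenol and 100% = isoproterenol alone without NPY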
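Assay system: HEK293 cells with Y1 receptor plus CNG channel | Probe or stimulus: NPY (25 nM), isoproterenol (1 µM), Ro 20-1724 (25 µM) | Timing: Compound incubation 1 h at room temperature, readout 45 min post-stimulation | Measured by: Membrane-potential fluorescent dye readout | Benchmarks: High control isoproterenol alone, low control NPY with isoproterenol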
eIF4E 4G PPI – eIF4E–eIF4G protein interaction inhibitors, primary screen, biochemical, uHTS, TR-FRET, eIF4GI fragment; TR-FRET eIF4E-eIF4GI(517-606) binding, 2 h; inhibition, % at 21.7 µM; 220,000 tested, 0.37% active;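 active means inhibition above about 30%, limit read from the data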;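 further: 0% = full FRET control wells and 100% = background wells lacking eIF4GI fragment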
S1P4 antagonist – S1P4 receptor antagonists, primary screen, cell-based; Sphingosine 1-phosphate receptor 4 (Homo sapiens), O95977; S1P4-expressing cells, antagonist mode, reporter read-out; inhibition, % at 4.98 µM; 220,000 tested, 0.26% active; AID 1510, 2009; in the data active means inhibition above about 29%;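 further: 0% = wells stimulated with agonist and 100% = vehicle wells without agonist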
* = called active by the depositor; . = no result given; [ ] = another dose, or the depositor's remark.

The opening 3 records (preview)
Results follow in this order: S1P4 antagonist, eIF4E 4G PPI, EP2 mod, PGE2 EP2 inh, NPY-Y1 antag, NPY-Y1 PAM-ag, NPY-Y2 PAM-ag, p97 ATPase inh, S1P4 agonist
> Cc1ccoc1C(=O)NCc1occc1C(=O)O
  -6, 2, 29, 7, -1, 6, 3, 6, 0.2
> O=C(CC1(O)C(=O)Nc2cc(Cl)cc(Cl)c21)c1ccccc1O (stereo unspecified)
  -23, 6, 2, 10, -2, -3, -8, 0, -0.3
> NC(=O)c1cnn2c(C(F)(F)F)cc(-c3ccc(F)cc3)nc12
  0, 5, -98, 6, -1, -30, -5, 6, 0.9

All compounds of this part, previewed entries included:
Results follow in this order: S1P4 antagonist, eIF4E 4G PPI, EP2 mod, PGE2 EP2 inh, NPY-Y1 antag, NPY-Y1 PAM-ag, NPY-Y2 PAM-ag, p97 ATPase inh, S1P4 agonist
> Cc1ccoc1C(=O)NCc1occc1C(=O)O
  -6, 2, 29, 7, -1, 6, 3, 6, 0.2
> O=C(CC1(O)C(=O)Nc2cc(Cl)cc(Cl)c21)c1ccccc1O (stereo unspecified)
  -23, 6, 2, 10, -2, -3, -8, 0, -0.3
> NC(=O)c1cnn2c(C(F)(F)F)cc(-c3ccc(F)cc3)nc12
  0, 5, -98, 6, -1, -30, -5, 6, 0.9
> COc1ccccc1CNC(=O)c1cc2c(C)nn(Cc3ccc(F)cc3)c2s1
  -6, -8[fluorescence artefact?], 10, -1, -3, -26, -21, -5, -1.5
> Oc1oc(-c2ccccc2)nc1C=NCc1ccncc1
  -14, 6[fluorescence artefact?], -16, 11, 1, -7, 3, -2, 1.5
> Cc1cc(C)n2nc3ccccc3c2n1
  12, -2, 13, 9, -3, -12, 1, 7, -0.1
> O=C(Nc1ccc2c(c1)OCO2)C1CCCCN1S(=O)(=O)c1ccccc1 (stereo unspecified)
  -10, -9, 9, 9, -1, -8, 4, 0, 0.3
> O=C1COc2ccc(C(=O)COC(=O)c3cnc(Cl)c(Cl)c3)cc2N1
  -5, -3, -8, 9, -3, 4, 14, 4, -0.1
> CC(C)(C)C(=O)OCc1cn(-c2ccccc2)nn1
  2, 8, -10, 6, -2, -11, -4, -4, -2.1
> CC(C)(C)C1CCC(OC(=O)C[N+]2(C)CCCC2)CC1 (stereo unspecified)
  8, 14, -15, 8, 0, -11, -12, 5, -1.9
> Cc1cc([N+](=O)[O-])nn1CCCC(=O)O
  -15, 3, 18, 1, -2, 5, -21, -1, -1.5
> O=C(O)CNC(=O)C(Cc1ccccc1)NC(=O)OCc1ccccc1 (stereo unspecified)
  -15, -2, 0, 5, 12, -8, -4, 2, 1.2
> O=C1c2ccccc2C(=O)N1Cc1nc2ccccc2o1
  -23, 2, 14, 13, 0, 7, 4, -1, -1.1
> CC(=O)O/N=C(/c1nonc1N)N1CCN(c2ccc([N+](=O)[O-])cc2Cl)CC1
  -22, 7, -32, 6, 3, -4, -12, 1, 0.1
> CC1(C)CC(=O)C(C(c2ccccc2F)C2C(=O)CC(C)(C)CC2=O)C(=O)C1
  2, 2, -8, 18, 8, 5, -5, 2, -0.4
> CCOc1cc(NC(=O)CCl)c(OCC)cc1NC(=O)CCl
  -11, 1, -12, 2, ., -1, -9, 2, -0.5
> Cc1sc2nc(C3CC3)nc(NCCNS(C)(=O)=O)c2c1C
  -2, 8, -17, 30, 4, -18, 6, 6, 0.7
> Oc1ccccc1/C=C/c1noc(-c2ccccc2O)n1
  10, 6, -10, 13, 11, -13, -10, 4, -1.4
> CCOC(=O)/C(=N/Nc1ccc(Cl)cc1)Sc1nnnn1-c1ccc(C)cc1
  -10, -1[fluorescence artefact?], 19, 4, 5, -10, -3, 6, 0.2
> COc1cccc(-c2onc3ccc(C4(C)OCCO4)cc23)c1
  -3, -2, 9, 3, 1, -10, 4, -5, -1.6
> COc1ccccc1-c1cc(C(=O)N2CCCCC2)no1
  -5, -3, 12, 9, -5, 1, -2, 5, 3.2
> CC(=O)c1ccc(N2CCN(C(=O)Nc3ccc(F)cc3)CC2)cc1
  -3, 1, -19, 4, 0, 12, -4, 3, -1.3
> Cc1ccc(-c2nn(-c3ccccn3)c(=O)c3ccccc23)cc1C
  -8, -2, 2, 7, ., -6, -7, -5, -0.8
> CCCC(c1nnnn1Cc1ccc(OC)cc1)N1CCN(c2ccccc2)CC1 (stereo unspecified)
  -11, 2, 9, 14, -2, -4, 12, 3, -0.9
> COc1ccc(Cc2n[nH]c(=S)n2NC(=O)Nc2ccc(C)cc2)cc1
  -6, 3, 23, 5, 5, -13, 7, 2, 1.5
> O=C(Cn1ncc2c1-c1ccccc1OC2)N1CCN(c2ccccn2)CC1
  -26, 4, 6, 7, -5, -6, 16, -1, 4.6
> COC(=O)c1c(NC(=O)c2cccs2)sc2c1CCCC2
  -17, -3, 49, 10, 5, -21, -4, -4, 2.3
> O=C(COC(=O)C12CC3CC(CC(C3)C1)C2)Nc1ccc(OC(F)F)cc1
  -5, -2, -8, 7, -2, 11, -2, -5, 1.1
> S=C(NC1CCCC1)N1CCOCC1
  -5, 0, 18, 1, -3, 6, 6, 2, 0.4
> CCOC(=O)N1CCN(C(=O)C(=O)NNC(=O)COc2ccc(Cl)cc2)CC1
  5, -4[fluorescence artefact?], 5, 6, -2, -4, 4, 7, 1.3

Shown comma-delimited: entries from further up
Molecule,S1P4 antagonist,eIF4E 4G PPI,EP2 mod,PGE2 EP2 inh,NPY-Y1 antag,NPY-Y1 PAM-ag,NPY-Y2 PAM-ag,p97 ATPase inh,S1P4 agonist
O=C(Cn1ncc2c1-c1ccccc1OC2)N1CCN(c2ccccn2)CC1,-26,4,6,7,-5,-6,16,-1,4.6
COC(=O)c1c(NC(=O)c2cccs2)sc2c1CCCC2,-17,-3,49,10,5,-21,-4,-4,2.3
O=C(COC(=O)C12CC3CC(CC(C3)C1)C2)Nc1ccc(OC(F)F)cc1,-5,-2,-8,7,-2,11,-2,-5,1.1

Following part.
Results follow in this order: S1P4 antagonist, eIF4E 4G PPI, EP2 mod, PGE2 EP2 inh, NPY-Y1 antag, NPY-Y1 PAM-ag, NPY-Y2 PAM-ag, p97 ATPase inh, S1P4 agonist
> Oc1ccccc1-c1nc(NCc2ccco2)c2ccccc2n1
  -1, -10, 36, 6, -3, 11, 24, 2, 1.1
> Cc1ccccc1S(=O)(=O)c1c(C)cc(C)n(C(C)C)c1=O
  -10, 10, 71*, 3, 10, 14, -14, -3, -0.5
> CC(=O)c1cccc(NC(=S)NCc2ccco2)c1
  -9, 2, -42, 4, 0, -6, -5, 7, 0.1
> Cc1cc(NC(=O)CN2CCN(c3ncccn3)CC2)no1
  -5, 3, 29, 6, -4, 35, 13, -1, 0.7
> COc1ccc(N(CC(=O)NCc2ccc3c(c2)OCO3)S(=O)(=O)c2c(C)nn(C)c2C)cc1
  -8, 3, -5, 10, 2, -6, 3, 2, -3.2
> CCOC(=O)CSc1nnc(NC(=O)c2cccc([N+](=O)[O-])c2)s1
  -9, 4, 4, 5, -1, -16, -2, 7, -2.3
> CC(C)c1nc(-c2ccc([N+](=O)[O-])cc2)cs1
  -7, 10[fluorescence artefact?], 21, 6, -1, 14, -9, 2, -1.9
> CCS(=O)(=O)NCCNc1ccc([N+](=O)[O-])cc1
  -1, -3, -12, 6, 1, 4, 13, 1, 1.4
> COC(=O)C(/C=N/OCc1ccc([N+](=O)[O-])cc1)NC(=O)c1ccccc1 (stereo unspecified)
  -23, 14, 15, -1, 3, -21, -15, 1, -2.0
> Cc1ccccc1NC1=C(Cl)C(=O)OC1NC(=O)c1ccccc1 (stereo unspecified)
  5, 6, 5, 2, -5, 2, -6, -1, -2.4
> N#C/C(=C\c1cn(Cc2ccc(F)cc2)c2ccccc12)C(=O)NCc1ccco1
  -26, 0, 14, 11, 0, -14, 3, 3, 1.8
> COCCNC(=O)C(=O)NCC1OCCN1S(=O)(=O)c1cccs1 (stereo unspecified)
  1, -7, -3, 8, ., 8, 1, 2, -1.2
> N#Cc1ccc(C(=O)Nc2cccc3cccnc23)c(F)c1
  -9, 11, 17, 9, 2, -19, -3, -1, 0.8
> CC(=O)CCc1ccc(OCCCCn2cncn2)cc1
  1, -2, -14, 13, 0, -17, -11, 1, 0.7
> CC(C(=O)Nc1cccnc1)C1Sc2ccccc2NC1=O (stereo unspecified)
  -10, 1, -21, 4, -1, -3, 4, 7, 0.8
> O=C1c2ccccc2C(Nc2ccc(F)cc2F)N1CCN1CCOCC1 (stereo unspecified)
  0, -2, -3, 10, -3, 6, -18, 3, 0.1
> CCCc1cc(=O)n2[nH]c(C(F)(F)F)nc2n1
  -18, 0, 8, 2, 0, 13, 2, 5, 2.0
> CC1=NN(c2ccccc2)C(=O)/C1=C/N(C)C
  0, -1, 20, 10, ., 12, 6, 2, 0.7
> CN(Cc1ccco1)C(=O)C1CCC(=O)N1Cc1ccc(F)cc1 (stereo unspecified)
  -10, ., ., 15, 6, -3, -16, -7, 2.7
> O=C(CN1C(=O)C2C3CC(C(Br)C3Br)C2C1=O)N1CCOCC1 (stereo unspecified)
  3, -2, 28, 18, 0, -2, -1, 4, 1.2
> CC(SC1=NCCS1)C(=O)Nc1nnc(-c2ccc(Cl)cc2)s1 (stereo unspecified)
  9, 3, -25, 8, 1, 13, -6, -3, 1.0
> Cc1ccc(S(=O)(=O)N(C)/C(=N/S(=O)(=O)c2ccccc2)c2ccccc2)cc1
  -8, 2, 31, 6, 3, -25, -6, 4, -0.1
> Cn1nnnc1SCc1nc2scc(-c3ccccc3)c2c(=O)[nH]1
  -6, 1, -8, 11, ., 3, -3, 1, 0.4
> COCCn1nnnc1C(c1cc2cc(C)cc(C)c2[nH]c1=O)N1CCN(c2ccccc2F)CC1 (stereo unspecified)
  -11, 5, 49, 5, -5, 4, -8, 3, -1.7
> Cc1ccc(SC(C)C(=O)Nc2ccccc2C(=O)N2CCOCC2)cc1 (stereo unspecified)
  8, 4, 7, 3, -2, -4, -6, 2, -1.1
> CO/N=C1\CCCc2c(C(=O)NN)sc(SC)c21
  16, 4, -29, 5, ., -27, -26, 5, -1.1
> C=CCn1c(N)c(C(=O)NCc2ccco2)sc1=S
  -15, 3, 19, 1, 0, -11, -10, 2, 0.4
> Nc1ccc(-c2nc3nc(N)nc(N)c3nc2-c2ccc(N)cc2)cc1
  -6, 0, -18, 10, ., 0, -16, 8, 0.1

Only part of the results is shown; count on the stated rates, not on these rows.
